Assay outcomes: PubChem BioAssay, several laboratories
Tb MetRS inh – blocks T. brucei methionyl-tRNA synthetase activity; purified T. brucei MetRS, ATP depletion, Kinase-Glo luminescence; inhibition, % at 11.9 µM; 360,000 compounds, 0.4% hits;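 active = inhibition above a per-plate cutoff of the control wells' mean inhibition plus 3 SD, cut at about 5.5% in these data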;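 note: 0% = DMSO wells median and 100% = median of wells with control inhibitor compound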
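Material: parasite MetRS enzyme / Replication: singlicate, one well per compound / Signal: luminescence of leftover ATP / Schedule: 2 h aminoacylation at 25 °C after 15 min preincubation / Medium: HEPES-MgCl2-KCl buffer plus DTT, spermine, BSA, pyrophosphatase / Doses: 11.9 µM single point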
LMPTP inh – blocks human LMPTP phosphatase | AID 651560 | P24666 | 360,000 compounds, 0.22% hits | recombinant LMPTP-A, OMFP fluorogenic substrate, fluorescence intensity | inhibition, % at 20 µM;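 active = compounds that cut the enzyme signal by at least half of the control window in the single-dose screen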;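 note: plate controls were DMSO wells with enzyme plus substrate for no effect and substrate without enzyme for full effect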
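Assay system: LMPTP-A enzyme. Input: 0.625 nM LMPTP-A final. Probe or stimulus: 400 µM OMFP. Compound dosing: single 20 µM dose. Schedule: 50 min dark incubation at room temperature. Detection: fluorescence intensity of OMFP turnover product. Read-out: percent inhibition versus substrate-only and uninhibited controls. Benchmarks: no-enzyme low control, uninhibited high control.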
SKN-1 inh – C. elegans SKN-1 inhibition. C. elegans VP596 Pgst-4::GFP/RFP ratio, acrylamide-induced, 24 h. inhibition, % at 21.8 µM. 360,000 compounds, 0.49% hits. AID 624304;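 active = interference check ratio from 0.5 to 1.5 plus GFP to RFP signal ratio inhibition reaching or exceeding a fixed threshold, cut at about 30% in these data, passing the limit was not always enough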; note: some compounds called inactive have numbers as strong as hits
NadD block – blocks S. aureus nicotinate mononucleotide adenylyltransferase | AID 602399 | purified NadD enzyme, colorimetric absorbance read-out | inhibition, % at 20 µM | 360,000 compounds, 0.78% hits; in the data active = inhibition above about 26%; note: some compounds past the cut are filed as inactive
Neddylation inh – inhibitors of human cullin neddylation. P61081+Q13564. TR-FRET cullin neddylation, biochemical. calls only at 25 µM. 360,000 compounds, 0.58% hits. AID 651699; in the data active = inhibition above about 36%
SUMO1-SIM PPI – modulators of human SUMO1-mediated protein-protein interactions; SUMO1 binding to a labelled peptide, TR-FRET, 1 h; inhibition, % at 20 µM; 360,000 compounds, 0.33% hits; in the data active = inhibition above about 37%
Target sequence (P63165 whole entry, looked up): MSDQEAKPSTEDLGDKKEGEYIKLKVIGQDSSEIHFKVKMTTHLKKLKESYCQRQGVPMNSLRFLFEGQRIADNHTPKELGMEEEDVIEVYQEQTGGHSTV
CendR NRP1 mod – alters CendR peptide binding to human NRP-1; O14786; FAM-RPARPAR peptide binding to NRP-1, fluorescence polarization; inhibition, % at 25 µM; 360,000 compounds, 0.85% hits; AID 602438;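 active = inhibition or corrected inhibition above about 18%, plus a signal ratio from 0.5 to 1.5, limit read from the data, passing the limit was not always enough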; note: strong numbers were not always called active
Scp-1 inhibitor – inhibitors of human Scp-1 phosphatase | Q9GZU7 | Recombinant Scp1, phosphopeptide, malachite green phosphate absorbance | inhibition, % at 20 µM | 340,000 compounds, 0.88% hits | AID 493091;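 active = inhibition above about 50% at 20 µM, limit read from the data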;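 note: plate controls were DMSO wells with enzyme for no effect and wells lacking enzyme for full effect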
Target sequence (Q9GZU7 76-261 limits assumed): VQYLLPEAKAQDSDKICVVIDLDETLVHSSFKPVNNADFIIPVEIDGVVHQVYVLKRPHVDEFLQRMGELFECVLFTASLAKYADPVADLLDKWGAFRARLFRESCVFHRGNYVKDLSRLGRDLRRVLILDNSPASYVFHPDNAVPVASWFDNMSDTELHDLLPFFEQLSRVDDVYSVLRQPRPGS
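Test system – truncated SCP-1 phosphatase (76-261aa) · Reagent – Phosphorylated 17-residue peptide substrate · Incubation – 45 min room-temperature reaction, 5 min colour, 30 min stabiliser · Detection – colorimetric phosphate reagent with accelerator and stabiliser, absorbance at 630 nm · Measure – % inhibition at 20 µM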
DNMT1 block – blocks human DNA methyltransferase DNMT1 | P26358 | DNMT1 molecular beacon, Hinp1I cleavage, fluorescence | inhibition (reported as % activation of signal), % at 10 µM | 360,000 compounds, 0.83% hits | AID 588458; in the data active = inhibition above about 50%
STEP inh – STEP (human) phosphatase inhibition. P54829. inhibition, % at 20 µM. recombinant STEP, OMFP fluorogenic substrate, fluorescence. 360,000 compounds, 0.25% hits;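 active = inhibition at 20 µM, scaled per plate between control wells, above about 37%, limit read from the data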;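 note: 0% = DMSO with enzyme and substrate and 100% = substrate only without enzyme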
Target sequence (P54829 whole entry, looked up): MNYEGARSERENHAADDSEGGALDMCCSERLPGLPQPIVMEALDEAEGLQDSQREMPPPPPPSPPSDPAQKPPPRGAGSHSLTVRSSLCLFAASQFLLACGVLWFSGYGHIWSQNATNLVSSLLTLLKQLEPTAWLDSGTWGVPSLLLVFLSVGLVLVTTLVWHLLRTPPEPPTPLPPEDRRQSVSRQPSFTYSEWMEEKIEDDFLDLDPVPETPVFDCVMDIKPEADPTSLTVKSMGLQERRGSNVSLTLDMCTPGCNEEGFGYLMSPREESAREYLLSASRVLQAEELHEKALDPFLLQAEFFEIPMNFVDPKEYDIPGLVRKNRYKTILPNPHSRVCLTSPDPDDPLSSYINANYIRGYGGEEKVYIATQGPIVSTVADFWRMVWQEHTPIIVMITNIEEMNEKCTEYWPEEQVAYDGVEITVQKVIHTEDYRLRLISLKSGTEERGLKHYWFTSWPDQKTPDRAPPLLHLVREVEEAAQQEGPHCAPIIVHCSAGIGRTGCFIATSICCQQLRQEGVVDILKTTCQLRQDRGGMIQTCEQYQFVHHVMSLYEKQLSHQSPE
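System: isolated STEP enzyme; schedule: 20 min enzyme reaction at room temperature, protected from light; medium: Bis-Tris buffer pH 6.0, 2.5 mM DTT, 0.005% Tween 20; signal: fluorescence, 480/540 nm; dosing: single compound dose of 20 µM, 1% DMSO final; also added: OMFP substrate, 25 µM final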
* marks the source's active call; other numbers are inactive results; i = inactive; . = not tested or not shown; + = active, no number; & = joins results of further samples; ! = not confirmed by another sample.

SMILES	Tb MetRS inh	LMPTP inh	SKN-1 inh	NadD block	Neddylation inh	SUMO1-SIM PPI	CendR NRP1 mod	Scp-1 inhibitor	DNMT1 block	STEP inh
CSc1nc(O)c(N=Nc2ccc(F)cc2F)c(=O)[nH]1	-2.6	2.0	22	-4	i	-24	-1	-7	0	4
Cc1ccccc1N/N=C/c1ccc(N2CCOCC2)cc1	-0.4	0.2	-2	9	i	0	3	1	-11	-2
COc1ccccc1CN(CC(=O)NCC1CCCO1)C(=O)CNS(=O)(=O)c1ccc(C)cc1 (centres undefined)	-1.2	-2.9	-1	-7	i	3	-2	-15	4	-3
Cc1ccc(-c2cccc(NC(=O)C3C4C=CC(C4)C3C(=O)O)c2)o1 (centres undefined)	-0.7	-0.8	14	-2	i	3	-3	-8	-5	0
O=C(NNC(=S)Nc1ccc(Br)cc1)c1cccnc1	-0.2	-1.3	2	-6	i	-2	8	-4	0	-2
COCc1[nH]nc2c1C(c1sccc1C)C(C#N)=C(N)O2 (centres undefined)	0.2	1.1	9	1	i	-3	1	-5	-6	-1
Cc1cccc(CCNS(=O)(=O)c2ccc(S(=O)(=O)NC3CCCC3)cc2)c1	0.6	2.1	-1	-4	i	0	1	-12	-9	-6
Cc1ccc2nc(SCC(=O)c3c[nH]c4ccccc34)[nH]c2c1	2.6	2.2	2	11	i	-5	-39	6	-22	1
O=C1NC(=O)/C(=C/c2cc3c(cc2Br)OCO3)S1	-0.5	-3.3	-20	-8	i	-5	-17	6	2	4
COc1cc2[nH]c3c(OC)ncnc3c2cc1OC	-0.6	0.0	23	-5	i	3	-1	-12	1	1
Cn1ncc(Cl)c1C(=O)Nc1cc(C(F)(F)F)ccc1F	-0.2	-0.5	-8	1	i	-2	8	-2	1	1
C/C(NCCc1ccccc1)=C1/CCOC1=O	-0.2	-0.3	-2	5	i	4	-2	.	4	-2
COc1cc(C(=O)n2cnc3ccccc32)c([N+](=O)[O-])cc1OC	-0.3	0.6	4	0	i	-30	12	-2	-7	-2
CCCCOc1ccc(C(=O)NC)cc1	-0.9	-3.9	28*	-2	i	1	6	2	0	4
CC(C)CC(=O)Nc1cccc(-c2nc3ccccc3[nH]2)c1	0.6	1.2	2	-3	i	0	0	-7	-1	0
O=C(Cc1ccc(S(=O)(=O)N2CCOCC2)s1)N1CCN(S(=O)(=O)c2ccc(Cl)cc2)CC1	-0.3	0.3	8	4	i	-9	-10	-3	-2	2
Cc1ccc(NC(=O)C(=O)NN)cc1	0.0	-1.7	1	-2	i	5	1	-4	75*	-3
CCOC(=O)C1CCN(S(=O)(=O)c2ccc3c(c2)CC(C)N3C(=O)C2CCC2)CC1 (centres undefined)	-0.8	0.4	6	-4	i	-4	-5	2	3	-2
COc1ccc(C(C(=O)NC(C)C)N(C(=O)CCC(=O)Nc2nccs2)c2ccccc2F)cc1 (centres undefined)	-1.3	-0.5	-8	4	i	-6	4	11	1	-4
CN1CCN(C2CCCCC2NS(=O)(=O)c2ccccc2)CC1 (centres undefined)	-0.9	0.0	16	-2	i	1	10	3	-1	-3

Limited to Neddylation inh, for some of the entries so far:
canonical_smiles | Neddylation inh
COc1ccccc1CN(CC(=O)NCC1CCCO1)C(=O)CNS(=O)(=O)c1ccc(C)cc1 (centres undefined) | i
O=C(Cc1ccc(S(=O)(=O)N2CCOCC2)s1)N1CCN(S(=O)(=O)c2ccc(Cl)cc2)CC1 | i

(listing goes on)
SMILES	Tb MetRS inh	LMPTP inh	SKN-1 inh	NadD block	Neddylation inh	SUMO1-SIM PPI	CendR NRP1 mod	Scp-1 inhibitor	DNMT1 block	STEP inh
O=C(N=C1SC2CS(=O)(=O)CC2N1Cc1ccccc1)C1CCCCC1 (centres undefined)	-0.2	0.4	18	9	i	11	-2	-7	6	0
COc1ccc(NC(=O)C/C(C)=N/NC(=O)COc2ccc(OC)cc2)cc1	-0.8	-0.7	-8	-4	i	6	19	-4	-1	0
Cc1nc2nc(CSc3nnc(C)s3)cc(=O)n2[nH]1	0.0&-1.2	0.5&-1.5	1&-1	1&-2	i	6&3	24*!	-10&0	3&3	0&-1
Cc1cc(C)n(-c2ccc(C(=O)N3CCc4ccccc43)cc2)n1	-0.4	-0.5	-32	3	i	-2	-6	-8	4	1
CC(=O)N1CCN(S(=O)(=O)c2cccc(C(=O)NNC(=O)Cn3ccc(C(F)(F)F)n3)c2)CC1	-0.4	-1.7	-3	3	i	-2	28*	-5	3	-1
CSc1ccccc1NC(=O)CN(C)CC(=O)Nc1ccc(Cl)cc1F	-1.4	-1.8	0	-5	i	2	5	-2	-7	1
COc1ccc(-c2nnc(SCC(=O)NCc3ccco3)o2)cc1	-0.6	-0.2	-3	0	i	-1	-10	-4	2	0
CCCCN1C(=O)/C(=C2\SC(N3CCCCC3)=NC2=O)c2ccccc21	-0.2	4.3	-8	8	i	-26	-6	-14	-1	6
Cc1ccc(S(=O)(=O)N(C)C)cc1NC(=O)COC(=O)Cc1ccccc1F	-0.3	0.7	10	-4	i	1	-6	-4	0	-2
NC(=O)CCn1cnc2ccccc21	0.1	0.2	-12	-1	i	-2	-6	-4	1	0
N#Cc1c(C#N)c(SSc2c(C#N)c(C#N)c(N)n2-c2ccccc2)n(-c2ccccc2)c1N	0.1	-0.3	0	11	i	-9	5	-2	-9	-1
Cc1cc(NC(=O)COC(=O)c2c(C)c(C)c(C)c(C)c2C)no1	-0.1	0.1	-33	-4	i	0	3	-5	-6	1
Cc1cccc(NC(=O)c2ccc(C(=O)Nc3cccc(C)c3)nc2)c1	0.1	1.3	-1	-12	i	2	-5	-12	1	2
Cc1ccc(C)c(N(C(=O)c2nsc(Cl)c2Cl)C(C(=O)NC2CCCC2)c2ccc(O)cc2)c1 (centres undefined)	-0.6	3.1	9	3	i	-3	-4	-6	-3	-4
CC(C)C(NC(=O)c1ccccc1)C(=O)N1CCN(C/C=C/c2ccccc2)CC1 (centres undefined)	-0.1	-1.3	-6	4	i	3	-13	-5	-4	1
CCOCCC(=O)Nc1nnc(CCc2ccccc2)s1	-0.8	-3.2	-6	-2	i	1	5	-1	3	-1
COC(=O)CN(c1ccccc1)S(=O)(=O)c1ccc(F)cc1	-0.9	0.0	6	-4	i	5	2	-5	-3	-1
CC1(C(=O)NS(=O)(=O)c2ccc(Cl)cc2)CCN1C(=O)C1(c2ccc(Cl)cc2)CC1 (centres undefined)	-0.1	-1.8	18	-5	i	6	-4	.	2	0
C(=C\c1cccc2ccccc12)/c1nnc(-c2cccs2)o1	-0.7	5.1	29	2	+	14	0	-10	-4	3
O=C(OCC(=O)N1CCCC1=O)c1cc(S(=O)(=O)N2CCOCC2)ccc1Cl	-0.4	-0.5	6	-6	i	5	-18	-9	0	1
O=c1c2nnn(Cc3ccccc3)c2ncn1-c1ccccc1	-0.3	-0.6	-11	-4	i	3	-4	3	0	3
CSc1ccccc1NC(=O)CN(C)C(C)C(=O)NCc1ccc2c(c1)OCO2 (centres undefined)	-0.1	-2.5	4	0	i	2	17	-5	0	1
Cc1nn2c(COc3ccc(NC(=O)C(C)C)cc3)nnc2c2ccccc12	-0.5	0.9	-15	-1	i	10	-4	-3	2	0
CCOc1cccc(OCCCCN2CCCCC2)c1	-0.8	-2.0	4	3	i	2	9	-2	1	4
Cc1ccc(NC(=O)c2cccc(S(=O)(=O)N3CCCCC3)c2)cc1	-0.3	1.0	-1	-8	i	10	9	-10	-2	-1
O=C(Cn1c(-c2cncs2)nc2ccccc21)NCCc1ccccc1	-0.5	-1.3	5	4	i	2	-4	0	-2	0
S=C(NCCc1ccccc1)N/N=C/c1ccc(Cl)cc1	-0.6	2.6	-3	-12	i	-3	-3	-14	-1	3

Compounds shown so far containing four or more nitrogen atoms:
SMILES	Tb MetRS inh	LMPTP inh	SKN-1 inh	NadD block	Neddylation inh	SUMO1-SIM PPI	CendR NRP1 mod	Scp-1 inhibitor	DNMT1 block	STEP inh
CSc1nc(O)c(N=Nc2ccc(F)cc2F)c(=O)[nH]1	-2.6	2.0	22	-4	i	-24	-1	-7	0	4
O=C(NNC(=S)Nc1ccc(Br)cc1)c1cccnc1	-0.2	-1.3	2	-6	i	-2	8	-4	0	-2
COCc1[nH]nc2c1C(c1sccc1C)C(C#N)=C(N)O2 (centres undefined)	0.2	1.1	9	1	i	-3	1	-5	-6	-1
COc1ccc(C(C(=O)NC(C)C)N(C(=O)CCC(=O)Nc2nccs2)c2ccccc2F)cc1 (centres undefined)	-1.3	-0.5	-8	4	i	-6	4	11	1	-4
Cc1nc2nc(CSc3nnc(C)s3)cc(=O)n2[nH]1	0.0&-1.2	0.5&-1.5	1&-1	1&-2	i	6&3	24*!	-10&0	3&3	0&-1
CC(=O)N1CCN(S(=O)(=O)c2cccc(C(=O)NNC(=O)Cn3ccc(C(F)(F)F)n3)c2)CC1	-0.4	-1.7	-3	3	i	-2	28*	-5	3	-1
N#Cc1c(C#N)c(SSc2c(C#N)c(C#N)c(N)n2-c2ccccc2)n(-c2ccccc2)c1N	0.1	-0.3	0	11	i	-9	5	-2	-9	-1
O=c1c2nnn(Cc3ccccc3)c2ncn1-c1ccccc1	-0.3	-0.6	-11	-4	i	3	-4	3	0	3
Cc1nn2c(COc3ccc(NC(=O)C(C)C)cc3)nnc2c2ccccc12	-0.5	0.9	-15	-1	i	10	-4	-3	2	0
O=C(Cn1c(-c2cncs2)nc2ccccc21)NCCc1ccccc1	-0.5	-1.3	5	4	i	2	-4	0	-2	0
